HUVEC prolif 384 = inhibitors of human endothelial cell proliferation | HUVEC proliferation, CellTiter-Glo luminescence, 72 h; stronger effect = lower value | viability, % at 10 µM (by protocol) | AID 648 | 86,000 tested, 1.1% active;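 active means viability at or below 30%; inactive means viability above 30%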;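 further: 100% = median luminescence of DMSO-only cell control wells on each plate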
Smad3 inh = blocks human Smad3 binding to FoxH1 peptide | P84022 | TR-FRET Smad3/Dy647-FoxH1 peptide binding, europium anti-His | inhibition, % at 25 µM | 88,000 tested, 0.29% active;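 active means compounds that reduce the energy-transfer binding signal between the protein and its labelled peptide by more than half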;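 further: 0% = Smad3 plus labelled peptide maximal FRET and 100% = peptide-only background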
Target sequence (P84022 whole entry, looked up): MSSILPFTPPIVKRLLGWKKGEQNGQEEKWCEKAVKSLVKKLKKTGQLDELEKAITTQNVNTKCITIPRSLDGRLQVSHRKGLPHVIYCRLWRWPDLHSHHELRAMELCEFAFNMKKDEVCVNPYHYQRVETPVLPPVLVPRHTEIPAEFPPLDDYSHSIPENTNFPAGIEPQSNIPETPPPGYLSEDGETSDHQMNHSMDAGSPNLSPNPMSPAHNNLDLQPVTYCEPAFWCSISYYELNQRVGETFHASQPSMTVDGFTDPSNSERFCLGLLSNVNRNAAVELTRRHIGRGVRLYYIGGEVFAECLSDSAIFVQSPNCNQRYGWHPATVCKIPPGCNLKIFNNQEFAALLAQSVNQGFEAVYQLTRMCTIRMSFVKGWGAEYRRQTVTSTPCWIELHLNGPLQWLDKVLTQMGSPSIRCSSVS
H69AR growth 86K = growth inhibitors of human H69AR lung tumor cells. H69AR lung tumor viability, ATP luminescence, 72 h; stronger effect = lower value. viability, % at 10 µM. 85,000 tested, 6% active;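 active means viability at or below 40%; inactive means viability above 40%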;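 further: multidrug resistant small cell line overexpressing MRP-1 efflux transporter; 100% = mean luminescence of untreated control wells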
MT1-MMP txn act = MT1-MMP promoter transcription activation. AID 750. 86,000 tested, 0.16% active. activation factor at 10 µM. HT1080 MT1-MMP promoter luciferase reporter, luminescence, overnight; stronger effect = higher value;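 active means activation factor of at least 2 for MT1-MMP transcription at 10 µM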
ERb SRC1 inh = ER-beta (human) coactivator binding inhibition; inhibition, % at 25.6 µM; 86,000 tested, 1.3% active; TR-FRET ER-beta LBD / SRC1-Cy5 peptide binding; receptor agonist-loaded with 1 µM estradiol; Q92731;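 active means compounds whose percent inhibition of the receptor-coactivator binding signal exceeds about 50% in the single-dose screen, limit read from the data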;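 further: 0% = receptor plus peptide wells without compound and 100% = peptide-only wells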
Target sequence (Q92731 whole entry, looked up, the tested form may be a part): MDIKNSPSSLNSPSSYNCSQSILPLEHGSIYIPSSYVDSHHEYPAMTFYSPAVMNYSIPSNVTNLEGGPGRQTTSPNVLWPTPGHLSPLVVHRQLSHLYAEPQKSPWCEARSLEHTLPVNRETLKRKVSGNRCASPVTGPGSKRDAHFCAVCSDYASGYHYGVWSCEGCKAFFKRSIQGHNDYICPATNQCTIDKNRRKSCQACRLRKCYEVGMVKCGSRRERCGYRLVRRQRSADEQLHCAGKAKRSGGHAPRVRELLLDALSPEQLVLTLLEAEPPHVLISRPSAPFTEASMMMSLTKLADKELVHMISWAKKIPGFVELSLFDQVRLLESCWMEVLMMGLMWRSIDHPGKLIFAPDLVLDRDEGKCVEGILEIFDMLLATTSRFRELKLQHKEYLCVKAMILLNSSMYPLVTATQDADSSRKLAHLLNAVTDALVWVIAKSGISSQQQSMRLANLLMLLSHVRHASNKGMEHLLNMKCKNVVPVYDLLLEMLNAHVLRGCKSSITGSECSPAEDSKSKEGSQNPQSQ
Lung fibro prol = blocks proliferation of human lung fibroblasts; LL 47 human lung fibroblast viability, ATP luminescence; stronger effect = lower value; viability, % at 10 µM; 85,000 tested, 1.1% active; AID 719;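 active means viability at or below 50% in the single dose screen; inactive means viability above 50%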;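 further: compound exposure lasted 72 h before the ATP readout; 100% = median luminescence of untreated cell-only wells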
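test system = LL 47 human lung fibroblasts | amount = 1,150 fibroblasts seeded per well | medium = 15% FBS in IMEM | times = overnight cell rest, 72 h compound treatment at 37 °C | measured by = CellTiter-Glo luminescence measuring cellular ATP | read-out = viability percentage against median untreated-cell control | benchmarks = cell-only wells, no compound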
ERa SRC1 inh = ER-alpha (human) coactivator binding inhibition; P03372; TR-FRET ER-alpha LBD / SRC-1 peptide, estradiol-bound; inhibition, % at 25.6 µM; 86,000 tested, 1.7% active; in the data active means inhibition above about 50%;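 further: 0% = receptor plus peptide control and 100% = peptide only without receptor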
ERa coact pot = enhances coactivator binding to human estrogen receptor alpha; 86,000 tested, 1.3% active; AID 639; coactivator binding (% of control), % at 25.6 µM; TR-FRET ERalpha-LBD/SRC-Cy5 coactivator binding, 2 h; 100 = basal binding, no effect; P03372; in the data active means activity above about 200%;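 further: binding measured in presence of low estradiol as agonist stimulus; 0% = peptide alone without receptor and 100% = receptor with peptide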
Mac1 fbg enh = increases human CD11b/CD18 adhesion to fibrinogen. activation, % at 10 µM. 93,000 tested, 0.07% active. P05107+P11215. K562 CD11b/CD18 adhesion to fibrinogen, ATPlite luminescence. AID 1499;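 active means 10 µM primary screen giving 50% or more activity, confirmed by 40% or more on retest at that dose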; further: strong numbers were not always called active
Numbers without * were called inactive; / = not tested or not shown; [ ] = dose if it differs, or a comment. Not all compounds are listed. The share of hits here may be higher or lower than overall.

The first 7 compounds (preview)
1) COc1ccc(NC(=O)CSc2nnc(-c3ccco3)n2C)cc1
2) CCCOC(=O)CSc1nc(N)c(C#N)c(-c2ccco2)c1C#N
3) O=P1(c2ccccc2)C=Cn2c1cc1c2CCCC1 (centres undefined)
4) O=C(NC1(C(F)(F)F)NC(=O)N(Cc2cccnc2)C1=O)c1ccccc1 (centres undefined)
5) O=C1CCc2cc(S(=O)(=O)N3CCC(C(=O)NC4CCCc5ccccc54)CC3)ccc2N1 (centres undefined)
6) C/C(Cn1cnc([N+](=O)[O-])n1)=N\NC(=O)c1ccccc1F
7) Cc1ccc(-n2c(SCC(N)=O)nnc2-c2ccccn2)cc1
assay / entry	1	2	3	4	5	6	7
MT1-MMP txn act	1	1.2	1	1.1	1.1	1.1	1.1
H69AR growth 86K	95	91	95	94	88	98	107
ERb SRC1 inh	-10	22	-1	-2	-3	22	-5
Smad3 inh	-1	13	-5	-6	1	1	-2
Lung fibro prol	101	105	88	99	89	94	94
HUVEC prolif 384	101	92	105	101	92	93	97
ERa coact pot	106	120	104	115	109[fluorescence artefact?]	108	102
ERa SRC1 inh	-4	4	7	0	7	12	0
Mac1 fbg enh	4	/	/	/	2	/	-2

Main list, from the start:
1) COc1ccc(NC(=O)CSc2nnc(-c3ccco3)n2C)cc1
2) CCCOC(=O)CSc1nc(N)c(C#N)c(-c2ccco2)c1C#N
3) O=P1(c2ccccc2)C=Cn2c1cc1c2CCCC1 (centres undefined)
4) O=C(NC1(C(F)(F)F)NC(=O)N(Cc2cccnc2)C1=O)c1ccccc1 (centres undefined)
5) O=C1CCc2cc(S(=O)(=O)N3CCC(C(=O)NC4CCCc5ccccc54)CC3)ccc2N1 (centres undefined)
6) C/C(Cn1cnc([N+](=O)[O-])n1)=N\NC(=O)c1ccccc1F
7) Cc1ccc(-n2c(SCC(N)=O)nnc2-c2ccccn2)cc1
8) CC1CCCCN1C(=O)Nc1cccc(Cl)c1 (centres undefined)
assay / entry	1	2	3	4	5	6	7	8
MT1-MMP txn act	1	1.2	1	1.1	1.1	1.1	1.1	1
H69AR growth 86K	95	91	95	94	88	98	107	91
ERb SRC1 inh	-10	22	-1	-2	-3	22	-5	4
Smad3 inh	-1	13	-5	-6	1	1	-2	-1
Lung fibro prol	101	105	88	99	89	94	94	102
HUVEC prolif 384	101	92	105	101	92	93	97	116
ERa coact pot	106	120	104	115	109[fluorescence artefact?]	108	102	116
ERa SRC1 inh	-4	4	7	0	7	12	0	-4
Mac1 fbg enh	4	/	/	/	2	/	-2	4

9) CCOc1ccc(C2NC(=O)c3ccccc3O2)cc1 (centres undefined)
10) C=CCNC(=O)c1ccc(OC)cc1OC
11) COc1ccccc1N1CCN(CCN2C(=O)CC(=C3c4ccccc4-c4ccccc43)C2=O)CC1
12) O=C(c1noc2c1CCCC2)N1CCN(c2ccc(F)cc2)CC1
13) O=C(Nn1c(C2CCC2)nc2ccccc2c1=O)C1CCC1
14) COC(=O)Cn1cc(C#N)c2ccccc21
15) CN(c1nc2c(c(=O)n(C)c(=O)n2C)n1CC(=O)c1ccccc1)C1CCCCC1
16) CC(C)(C)n1nnnc1C(c1cccnc1)N1CCN(C2CCCCC2)CC1 (centres undefined)
assay / entry	9	10	11	12	13	14	15	16
MT1-MMP txn act	1.3	1	1.1	1	1.2	1.1	1.2	1
H69AR growth 86K	94	92	68	99	105	91	45	98
ERb SRC1 inh	-6	-5	18	-10[fluorescence artefact?]	-3	1	-4	5
Smad3 inh	0	18	-4	1	7	5[fluorescence artefact?]	3	-9
Lung fibro prol	92	99	94	96	102	108	100	102
HUVEC prolif 384	94	97	95	96	96	96	99	95
ERa coact pot	122	112[fluorescence artefact?]	91	114	128	108	101	123
ERa SRC1 inh	-2	7	3[fluorescence artefact?]	-10	0	0	-2	4
Mac1 fbg enh	0	-1	/	-2	2	/	1	0

17) CN(C(=O)c1ccccn1)c1nnc(-c2cccnc2)s1
18) CCCCN1C(=O)C2C(c3ccc(OC)cc3O)NC(CC(C)C)(C(=O)O)C2C1=O (centres undefined)
19) CCC1CCCCN1C(=O)c1c(-c2ccccc2)noc1C (centres undefined)
20) Cc1cc(-c2nnco2)c(C)n1-c1ccc(F)cc1
21) O=C(CCn1nc(-c2ccccc2)ccc1=O)N1CCN(c2ccccn2)CC1
22) Cc1ccc2[nH]c(=O)c(CN(Cc3ccco3)C(=O)c3cccs3)cc2c1
23) O=C(CCSc1ccccc1)NCCSc1ccccn1
24) CCOC(=O)c1ccccc1NC(=O)COC(=O)c1ccc(C)c(S(=O)(=O)N2CCOCC2)c1
assay / entry	17	18	19	20	21	22	23	24
MT1-MMP txn act	1.1	1.1	1.1	1.4	1.1	1	1.1	1.1
H69AR growth 86K	100	97	95	89	88	83	92	54
ERb SRC1 inh	11	-7	-11	-31[fluorescence artefact?]	7	-6[fluorescence artefact?]	-2	16
Smad3 inh	1	-3	0	5	-15	1	6	6
Lung fibro prol	104	99	96	91	107	95	97	98
HUVEC prolif 384	102	107	105	92	87	92	99	69
ERa coact pot	124	110	106	106	90	130	145	115
ERa SRC1 inh	1	-23	-8	-31	10	-9[fluorescence artefact?]	0	7
Mac1 fbg enh	/	-2	/	8	3	/	2	-2

25) CCOc1ncccc1C(=O)NCC1COc2ccccc2O1 (centres undefined)
26) COC(=O)C(NC(=O)c1ccco1)(Nc1nc(C)cs1)C(F)(F)F (centres undefined)
27) CCc1c(C)c2cc(Cl)c(O)c(CN(C)C)c2oc1=O
28) Cc1nc2sc(C(c3cccs3)N3CCC4(CC3)OCCO4)c(O)n2n1 (centres undefined)
29) CC(=O)Nc1cc(C(C)C)c(O)c(C(C)C)c1
30) COC(=O)c1ccccc1NC(=O)N1CSC[C@H]1C(=O)OC
31) CC(C)CCNC(=O)c1ccc2c(c1)N(Cc1ccccc1)C(=O)CS2=O (centres undefined)
32) CCOc1ccccc1NC(=O)CCS(=O)(=O)c1cccc2nonc12
assay / entry	25	26	27	28	29	30	31	32
MT1-MMP txn act	1.1	1	1.1	1.1	1.1	1	1.1	1.2
H69AR growth 86K	92	94	100	95	100	74	99	85
ERb SRC1 inh	-3	0[fluorescence artefact?]	7	-31[fluorescence artefact?]	5[fluorescence artefact?]	4	-14	-9
Smad3 inh	-8	-5	-1	15	-12	1	3	6
Lung fibro prol	99	108	105	98	109	100	91	108
HUVEC prolif 384	104	100	108	91	92	97	96	93
ERa coact pot	111	104	114	106	88[fluorescence artefact?]	115	122	133
ERa SRC1 inh	-11	3	-2	-23	-13	-7	-8	-6
Mac1 fbg enh	2	-1	8	/	1	-6	0	-2

33) CCOc1cc2[nH]c(=S)n(CCN3CCC(C)CC3)c(=O)c2cc1OCC
34) Nc1nc(CSc2nnnn2-c2ccc(Cl)cc2)nc(N2CCOCC2)n1
35) N=c1sccn1CC(=O)NCCc1ccc(Cl)cc1Cl
36) Cc1ccc(-n2nc3c(N4CCN(c5ccccc5)CC4)nnc(C)c3c2C)cc1
37) O=C(CN(C(=O)c1ccc(Cl)cc1)N1C(=O)C2CCCCC2C1=O)c1ccc(Cl)cc1 (centres undefined)
38) COc1ccc(-c2csc(NCc3ccco3)n2)cc1C
39) CN(C)c1ccc(-c2nnn(CC(=O)N3c4ccccc4CCc4ccccc43)n2)cc1
40) COCc1cc(=O)n2[nH]c(-c3ccc(C)cc3)cc2n1
assay / entry	33	34	35	36	37	38	39	40
MT1-MMP txn act	0.9	1.1	0.9	1.3	1	1.5	1.3	1.2
H69AR growth 86K	58	82	84	66	76	78	39*	88
ERb SRC1 inh	-5[fluorescence artefact?]	2	-7	0	1	-3	4[fluorescence artefact?]	-5[fluorescence artefact?]
Smad3 inh	1	15[fluorescence artefact?]	-7	-1	7	-5	-1	3
Lung fibro prol	101	88	101	95	109	82	99	91
HUVEC prolif 384	96	91	86	75	92	109	94	86
ERa coact pot	104	108	89	114	99	90	135	108
ERa SRC1 inh	1[fluorescence artefact?]	11	-6	-6	-5	-6[fluorescence artefact?]	-9	7[fluorescence artefact?]
Mac1 fbg enh	/	3	-3	/	/	3	0	0

41) O=C(COc1ccc(-n2cnnn2)cc1)NC(=O)NCc1ccccc1
42) O=C1Nc2cc(Cl)c(Cl)cc2N(O)N1c1cc(Cl)cc(Cl)c1
43) CCOC(=O)c1ccccc1NC(=O)CSc1nnc(COc2ccccc2C)n1C
44) Cc1ccc(C)c(OCC(=O)Nc2ccc3c(c2)OCO3)c1
45) COc1ccc(N2CCN(C(c3cccs3)C(C)NS(=O)(=O)c3ccccc3)CC2)cc1 (centres undefined)
46) COCCOC(=O)C1=C(C)N=C2SCCC(=O)N2C1c1cc(Br)ccc1OC (centres undefined)
47) COc1ccc(Cc2nnc(NC(=O)c3ccco3)s2)cc1
48) CC1(C)NC(=O)N(CC(O)COc2cc3ccccc3cc2C(=O)N2CCCCC2)C1=O (centres undefined)
49) CCCC1S/C(=N/N=C/c2ccc(C)cc2)N(Cc2ccc(OC)cc2)C1=O (centres undefined)
assay / entry	41	42	43	44	45	46	47	48	49
MT1-MMP txn act	1.2	1	1.4	1.4	1.3	1	1.2	1.2	1.2
H69AR growth 86K	89	102	89	101	95	102	78	96	91
ERb SRC1 inh	34	-5	3	16	-16	0[fluorescence artefact?]	-10	6[fluorescence artefact?]	-12
Smad3 inh	3	0	4	13	0	-7	-18	-4	9
Lung fibro prol	/	92	99	110	93	102	103	100	89
HUVEC prolif 384	94	94	99	94	104	102	108	103	124
ERa coact pot	78	75	102	89[fluorescence artefact?]	121	105	99	109	103
ERa SRC1 inh	34	0	-14	5	-68	7	-9	2[fluorescence artefact?]	-9
Mac1 fbg enh	1	/	-1	-2	-8	/	1	/	-9

Screens deposited in PubChem BioAssay by several laboratories.
